High-throughput results deposited in PubChem by several laboratories.
E-sel TNF inh – E-selectin induction blockers in HUVEC – imaging, immunofluorescence, high content, primary screen. actives 0.71% (n = 120,000). HUVEC TNFa-induced E-selectin immunofluorescence. inhibition, % at 2 µM;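 active = inhibition above the batch mean plus 3 SD, and confirmed as a hit on visual image review, cut at about 43% in these data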;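 also: 0% = TNF-stimulated DMSO wells and 100% = unstimulated control wells; not every result past the cut was called active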
MRP1 act – H69AR viability gain despite doxorubicin, primary screen, MRP-1 activator project, H69AR cells, CellTiter-Glo | viability rescue | viability increase, % at 10 µM | actives 0.61% (n = 140,000);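 active = viability gain under doxorubicin at or above a set limit, the compound median plus 3 SD, cut at about 4.7% in these data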;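 also: MRP-1 overexpressing cells given doxorubicin 25 µM after compound pretreatment; 18-22 h compound pretreatment then 72 h with doxorubicin before readout; 0% = doxorubicin-only wells and 100% = vehicle-treated cells without doxorubicin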
PTEN del growth – growth suppression of PTEN-null HCT116, primary screen, cell-based, CellTiter-Glo. HCT116 PTEN-null viability, 60 h; stronger effect = lower value. viability, % at 10 µM. actives 1.2% (n = 140,000). AID 827, 2007;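 active = viability at or below a set limit, 4 SD under the median of all tested compounds, cut at about 3.7% in these data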;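 also: PTEN knockout HCT116 line with beta catenin targeted HCT116 as companion control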
Measles CPE – compounds protecting cells from measles virus cytopathic effect, primary screen, measles RdRp inhibitor project, single point, MLSMR library, absorbance; protection (pct of control), % at 4 µM; Measles virus-infected cells, CPE protection; actives 1.5% (n = 140,000); AID 841, 2007; in the data active = protection mostly above about 24%, no sharp cut-off; inactive = mostly below about 26%; also: some compounds called inactive have numbers as strong as hits
GALR2 blocker – GALR2 antagonists in receptor-expressing cells, primary screen. antagonist mode. actives 0.39% (n = 140,000). inhibition, % at 4 µM. AID 828, 2007. Galanin receptor type 2 (Homo sapiens), O43603; in the data active = inhibition above about 27%;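 also: cells stimulated with galanin 1-16 at roughly its EC80; 0% = agonist challenge control and 100% = basal control without agonist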
Target sequence (O43603 whole entry, looked up): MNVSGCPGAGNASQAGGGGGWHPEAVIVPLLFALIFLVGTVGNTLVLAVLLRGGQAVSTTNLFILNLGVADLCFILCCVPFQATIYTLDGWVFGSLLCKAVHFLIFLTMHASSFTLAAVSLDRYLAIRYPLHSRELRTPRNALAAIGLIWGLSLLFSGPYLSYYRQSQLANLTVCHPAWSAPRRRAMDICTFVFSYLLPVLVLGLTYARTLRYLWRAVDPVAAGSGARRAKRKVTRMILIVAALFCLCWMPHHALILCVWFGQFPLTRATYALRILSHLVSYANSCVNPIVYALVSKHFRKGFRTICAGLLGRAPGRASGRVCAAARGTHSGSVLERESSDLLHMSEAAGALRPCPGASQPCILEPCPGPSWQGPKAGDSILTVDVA
HCT116 bCat-KO – primary screen for growth suppressors in beta-catenin knockout HCT116 cells (colon tumor, human). HCT116 beta-catenin knockout viability, CellTiter-Glo, 60 h; stronger effect = lower value. viability, % at 10 µM. actives 1.5% (n = 140,000);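 active = viability at or under a set limit, the compound median less 4 SD, cut at about 6% in these data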;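 also: 0% = Hyamine 1622 control at 20 µM and 100% = untreated cell control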
Phagocyt inh – inhibitors of macrophage phagocytosis, primary screen, imaging, J774A.1 cells, IgG beads | J774A.1 macrophage IgG-bead phagocytosis | inhibition, % at 5 µM | actives 0.07% (n = 110,000);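 active = inhibition above the mean of the plate negative controls plus 5 SD, cut at about 13% in these data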;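 also: phagocytic index as fraction of beads internalized from green versus red external bead signal; plate controls were DMSO negative control for no effect and cytochalasin-D positive control for full effect; some results beyond the cut were filed as inactive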
NPY Y2 blocker – NPY-Y2 receptor antagonists, primary screen, cell-based | Neuropeptide Y receptor type 2 (Homo sapiens), P49146 | NPY-Y2 expressing cells, antagonist mode | inhibition, % at 2.7 µM | actives 0.99% (n = 140,000); in the data active = inhibition above about 17%;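 also: 0% = vehicle with agonist challenge and 100% = reference antagonist with challenge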
Target sequence (P49146 whole entry, looked up): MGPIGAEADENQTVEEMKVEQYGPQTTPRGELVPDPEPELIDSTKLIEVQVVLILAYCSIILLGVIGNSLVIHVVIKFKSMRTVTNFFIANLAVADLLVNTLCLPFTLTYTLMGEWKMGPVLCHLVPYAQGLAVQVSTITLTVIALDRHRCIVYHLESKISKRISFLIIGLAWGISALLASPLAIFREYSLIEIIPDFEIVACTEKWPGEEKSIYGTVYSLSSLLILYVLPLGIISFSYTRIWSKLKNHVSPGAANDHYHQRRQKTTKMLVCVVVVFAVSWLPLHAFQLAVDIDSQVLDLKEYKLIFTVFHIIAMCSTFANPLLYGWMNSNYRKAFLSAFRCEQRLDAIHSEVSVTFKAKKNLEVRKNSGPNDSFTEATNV
BB579 growth dn – growth inhibitors of yeast BB579 in restrictive medium, primary screen, yeast lifespan-shortening project, S. cerevisiae. OD615, 48 h. inhibition, % at 10 µM. actives 0.51% (n = 140,000). AID 804, 2007;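 active = inhibition above a set limit, 3 SD over the mean compound inhibition, cut at about 44% in these data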; also: inactives centre near -24
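Test system: Saccharomyces cerevisiae DeaD strain BB579, replicative lifespan model yeast | Buffer or medium: Restrictive CSMM-D medium | Doses: One dose, 10 µM compound with 0.25% DMSO | Incubation: 48 h exposure, 30 °C | Detection: Culture absorbance at 615 nm | Control set: Amphotericin B at 10 µg/mL as positive control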
Yeast life ext – compounds extending yeast replicative lifespan, primary screen, S. cerevisiae, OD615. actives 0.68% (n = 130,000). inhibition of the nicotinamide effect, % at 10 µM. S. cerevisiae growth with nicotinamide; deaD strain in restrictive glucose medium;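 active = inhibition above a set limit, placed 3 SD over the median of all compounds, cut at about 26% in these data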;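 also: 0% = nicotinamide-treated wells and 100% = cells grown without nicotinamide; some compounds called inactive have numbers as strong as hits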
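Material: Modified budding yeast, DeaD strain | Medium: Restrictive glucose medium | Probe or stimulus: 1.5 mM nicotinamide | Dosing: Single dose 10 µM compound, 0.25% DMSO | Times: 48 h at 30 °C | Technique: OD615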
* = called active by the depositor; x = not tested or not shown.

SMILES	E-sel TNF inh	MRP1 act	PTEN del growth	Measles CPE	GALR2 blocker	HCT116 bCat-KO	Phagocyt inh	NPY Y2 blocker	BB579 growth dn	Yeast life ext
COCc1nnc(NC(=O)CCC2CCCCC2)s1	-6	0.0	100	2	-1	108	-1	-1	-36	-13
COc1ccc(C(C(=O)NC2CCCCC2)N(CC2CCCO2)C(=O)CNC(=O)c2ccco2)cc1 (centres undefined)	-27	-1.1	92	17	-7	98	0	1	-29	-11
Cc1ccc(C)c(-n2c(-c3csc(C)c3C)n[nH]c2=S)c1	x	-1.1	88	7	-8	86	0	2	-12	3
CC1=CC(c2ccccc2)NC(=S)N1 (centres undefined)	x	-2.3	90	14	4	92	1	2	-26	1
CC1Cc2ccccc2N1C(=O)CSc1nnc2sc3ccccc3n12 (centres undefined)	6	1.2	107	1	-15	87	0	2	-47	-4
CCOc1ccc(Oc2ccc(C(F)(F)F)cc2N)cc1	x	-1.2	77	22	-15	84	-10	0	-10	-3
CC1CCC/C(=N\NC(=O)Nc2ccccc2)C1 (centres undefined)	x	0.5	91	x	2	90	-4	0	-11	-2
COc1ccc(NC(=O)C(NC(=O)Cc2cccs2)c2ccccc2)cc1 (centres undefined)	x	0.0	77	33	8	82	-10	-1	-14	1
CC(=O)Nc1ccc(OC(=O)c2cc3cc(Br)ccc3oc2=O)cc1	-20	-0.4	96	22	-4	87	-10	10	-4	3
COc1ccc(-c2cn(-c3ccc(C)cc3)c(=O)n2CC(=O)Nc2ccc(OC)cc2OC)cc1	17	-2.1	58	14	-23	55	-1	4	-50	-18
CC1=Nn2c(nnc2-c2cccs2)SC1	-22	-0.7	89	7	-1	89	1	2	-24	-7
Cc1nc2ccccn2c1C(=O)/C=C/c1ccc(F)cc1	5	-2.8	15	4	17	14	0	3	-33	-18
COc1ccc(OC)c(NC(=O)CSc2ccccc2)c1	-19	-3.2	101	3	-22	101	2	1	-45	-28
Cn1c(CC(=O)Nc2ccc(F)cc2)c(Sc2ccccc2)c2ccccc21	-22	0.5	76	20	1	78	-11	0	-47	8
COc1ccc(C2C(C(N)=O)=C(C)Nc3nc(-c4ccccc4OC)nn32)cc1OC (centres undefined)	19	-2.6	97	16	-1	108	-2	-2	-32	-5
COc1ccccc1OCCCOc1ccc(C)cc1Br	-7	-1.6	88	6	0	83	x	4	-18	-6
CC(C)[C@@H]1N[C@]2(C(=O)Nc3ccccc32)[C@@H]2C(=O)N(c3cccc(C(F)(F)F)c3)C(=O)[C@@H]21	-11	-1.3	85	4	-12	92	-1	3	-23	2
CCOc1cc(Cl)c(NC(=O)CC)cc1OCC	10	0.1	104	3	-6	93	-3	5	-28	-7
CC(C)N1CC(O)=C(c2nc3ccccc3c(=O)[nH]2)C1=N	8	-2.8	79	4	-3	82	-1	4	-10	1
COc1ccc(NC(=O)c2sc(Cl)nc2-c2ccccc2)cc1	x	-4.2	23	2	0	24	-8	2	-14	-3
COc1ccc(NC(=S)NNC(=O)Cn2nc([N+](=O)[O-])cc2C)cc1	-34	0.1	92	3	5	93	2	3	-24	-4
Cc1cccc2c(=O)c(C(=O)NCCCN3CCOCC3)c[nH]c12	2	-1.1	101	6	6	96	x	7	-15	x
Cc1ccc(Nc2nc(-c3c(C)nc4ncccn34)cs2)cc1	38	-5.2	15	12	19	21	x	10	-22	-6
CCC1CCCCN1C(=S)Nc1ccc(SC(F)F)cc1 (centres undefined)	3	1.8	94	24	-9	89	0	0	-42	-4
CC(C)=N/N=C1/NC(=O)C(CC(=O)Nc2cc(Cl)ccc2C)S1 (centres undefined)	x	0.9	93	9	-4	100	-3	2	-60	0
COc1ccc(OC)c(/C=C/C(=O)OCC(=O)Nc2cccc(Oc3ccccc3)c2)c1	x	-0.1	92	9	2	96	-9	6	-19	4
COC(=O)Nc1ccc(S(=O)(=O)N2CCCCCC2)cc1	9	-3.5	86	4	11	86	x	-2	-44	-3
CCN(CC)S(=O)(=O)N1CCC(C(=O)NCCN2CCOCC2)CC1	-22	-1.1	109	1	5	102	1	0	-5	12
O=C(CCC1CCCCC1)Nc1c2c(nn1-c1ccc(F)cc1)CS(=O)(=O)C2	-15	-2.6	73	30	-2	63	-1	30*	-24	-13
Cc1ccc(C(c2nnnn2CS(=O)(=O)c2ccc(C)cc2)N2CCN(c3ncccn3)CC2)cc1 (centres undefined)	2	11*	82	6	18	80	x	-2	-55	x
CC(/C=N/Nc1nc(N2CCCCC2)nc(N2CCCCC2)n1)=C\c1ccccc1	7	-2.5	85	15	-3	94	-2	2	-23	-2
COC(=O)c1c(NC(NC(=O)CC(C)C)C(Cl)(Cl)Cl)sc2c1CCC2 (centres undefined)	x	1.6	75	9	4	81	-13	3	-13	2
Nn1c(SCC(=O)NC2CCCCC2)nnc1-c1ccc(Cl)cc1	-8	-1.8	89	11	5	92	x	3	-21	-8
COc1ccc(S(=O)(=O)NCc2cccs2)cc1	15	-1.5	103	1	-1	100	-1	4	-28	-7
Cc1ccc2cc(CN(CCCO)S(=O)(=O)c3cccc4nsnc34)c(=O)[nH]c2c1	11	-1.8	107	23	-16	99	2	0	-48	5
Cc1nn(Cc2cccc(F)c2)c(C)c1NC(=O)c1c([N+](=O)[O-])c(C)nn1C	-16	-0.5	100	10	-9	91	0	0	-21	-5
Oc1ccccc1/C=N/Nc1ncc(Br)cn1	x	-2.8	9	2	8	8	-6	3	-42	-5
CCOc1ccccc1NC(=O)c1cc(Cl)ccc1NC(=O)c1ccco1	1	-1.6	88	4	6	50	0	5	-76	-4
COc1ccc(-c2oc3ccccc3c(=O)c2OC(=O)c2ccc(C)cc2)cc1	12	-0.9	77	5	-9	83	x	0	-35	-12
Cc1ccc(CCNC(=O)c2coc3nc4ccccc4nc23)cc1	11	2.1	98	16	-7	93	3	3	-49	-11
CNC(=S)NNC(=O)c1ccccc1Br	-5	0.3	103	7	-3	88	-9	2	-28	8
O=C(NN=C1CCCCCC1)C(=O)Nc1cccc(Br)c1	x	-1.5	87	3	6	97	-5	3	-7	-7
CCN1CCCn2c1nc1c2c(=O)n(C)c(=O)n1C	3	-0.6	101	3	-9	90	-6	1	6	-2
O=C(NCc1cccnc1)c1cnc2sccn2c1=O	18	-1.9	108	20	3	97	-2	-2	-31	0
CCOc1ccc(-n2cnnn2)cc1S(=O)(=O)NCc1ccccc1	x	-1.5	104	26	-7	91	0	6	-38	-15
Cc1cc(-n2[nH]c(C)c(C)c2=O)nc(-c2ccccc2O)n1	-34	-2.0	13	19	23	18	-1	-1	-14	x
CCCN(CCC)CCNS(=O)(=O)c1ccc2c(c1)oc(=O)n2C	-8	0.5	110	10	-5	112	0	2	-38	-5
CCC(Oc1ccc2c(c1)C(=O)CC(C)(C)O2)C(=O)NCCN1CCCCCC1 (centres undefined)	-18	-1.6	100	15	1	99	1	1	-40	-11

Complete entries from above. Values in the order: E-sel TNF inh | MRP1 act | PTEN del growth | Measles CPE | GALR2 blocker | HCT116 bCat-KO | Phagocyt inh | NPY Y2 blocker | BB579 growth dn | Yeast life ext
Record of `Cc1nc2ccccn2c1C(=O)/C=C/c1ccc(F)cc1` : 5 | -2.8 | 15 | 4 | 17 | 14 | 0 | 3 | -33 | -18
Record of `CC1CCC/C(=N\NC(=O)Nc2ccccc2)C1` (centres undefined) : x | 0.5 | 91 | x | 2 | 90 | -4 | 0 | -11 | -2
Record of `Cc1cc(-n2[nH]c(C)c(C)c2=O)nc(-c2ccccc2O)n1` : -34 | -2.0 | 13 | 19 | 23 | 18 | -1 | -1 | -14 | x

(cont.)
SMILES	E-sel TNF inh	MRP1 act	PTEN del growth	Measles CPE	GALR2 blocker	HCT116 bCat-KO	Phagocyt inh	NPY Y2 blocker	BB579 growth dn	Yeast life ext
CNC(=S)N/N=C/c1cn(Cc2c(F)cccc2Cl)c2ccccc12	x	-1.1	62	14	1	51	2	6	-18	4
CCCc1nnc(NC(=O)C(C)N2C(=O)C3C4C=CC(C4)C3C2=O)s1 (centres undefined)	-8	-1.4	97	9	0	97	x	1	-34	2
CC(C)(C)NC(=O)Cn1c(SCC(=O)N2CCCCCC2)nc2ccccc21	12	-0.2	91	10	5	102	0	0	-33	-8
Brc1ccc(-c2nnc3n2CCCCC3)cc1	-10	0.1	93	10	-7	78	0	4	-27	-10
CCOC(=O)c1ccc(NC(=O)NCCN2CCCCC2)cc1	-25	-0.5	81	8	3	94	2	1	-14	-13
NC(=O)CSc1nnc2sc3ccccc3n12	x	-1.7	101	32	2	102	0	0	-3	-5
COCCn1c(=S)[nH]c2cc(C(=O)N3CCN(c4ccc(F)cc4)CC3)ccc2c1=O	x	-2.5	83	15	4	89	-1	2	-42	-3
C/C(=N\NC(=S)NC(C)C)c1ccc(Cl)s1	-22	-1.6	95	10	9	96	0	-2	-2	-6
COc1cccc(OCC(=O)Nc2ccc(OC)c(OC)c2)c1	4	-1.0	97	6	1	102	-1	2	-18	-34
CC(C)OC(=O)CSc1nc(-c2ccc(F)cc2)cc(C(F)(F)F)n1	-39	2.4	78	20	7	83	x	25*	-19	x
Cc1cccc(-n2ncc3c(N4CCOCC4)ncnc32)c1	-10	0.8	85	5	6	98	x	-1	-8	-7
Cc1ccc(CSCC(=O)N2CCOCC2)cc1	12	2.0	92	3	-4	100	1	1	6	-10
COc1cc([N+](=O)[O-])cc(/C=N/NC(=O)C(C)Nc2cccc3ccccc23)c1O (centres undefined)	x	1.6	43	10	20	50	-8	-1	-22	0
Cc1ccc2nc(NC(=O)C3CCCN(S(=O)(=O)c4cccnc4)C3)sc2c1 (centres undefined)	3	-0.5	76	2	8	80	0	-1	-63	-2
c1ccc2c(c1)[nH]c1nc3nncn3nc12	x	0.4	101	6	4	94	-1	2	-24	-6
Cc1cc(C(=O)CSc2nnc(Nc3ccccc3)s2)c(C)n1CC1CCCO1 (centres undefined)	30	-0.5	75	11	3	81	0	1	-13	-11
Cc1ccc(NC(=O)N2CCc3ccccc3C2)cc1	-3	-4.9	90	4	-17	92	1	5	-29	-9
O=C(NNC(=S)NCc1ccccc1)c1ccccc1OC(F)F	x	0.0	96	2	-2	100	-4	9	-48	9
CC12CC3(C)CC(C)(C1)CC(C(=O)NC(=S)N1CCOCC1)(C2)C3	-7	0.3	81	6	-22	77	x	7	-14	0
Cc1ccc2nc(Cc3ccc(N)cc3)[nH]c2c1	5	-3.0	100	8	-5	91	x	0	-23	2
CN(C)CCCn1c(SCC(=O)Nc2sc3c(c2C#N)CCCC3)nnc1-c1ccncc1	-18	-1.3	98	19	-4	96	-1	3	-9	-5
O=C1C2C3C=CC(CC3)C2C(=O)N1/N=C/c1ccc(O)c(O)c1 (centres undefined)	x	-1.0	78	17	1	71	-3	1	2	5
COc1ccc(-c2nc(NC(=O)c3n[nH]c(=O)c4ccccc34)sc2C)cc1	-13	-3.7	76	9	8	74	-8	0	-30	-4
